TWEAK Fn14 block = TWEAK-Fn14 signaling inhibition; actives 2% (n = 360,000); AID 1159606; inhibition, % at 10 µM; TWEAK-stimulated Fn14 reporter cells, luciferase luminescence, 8 h; in the data active = inhibition above about 50%
SRC2 inh = human SRC2 (NCOA2) inhibition | HEK293 GAL4-SRC2 luciferase reporter, luminescence | inhibition, % at 9 µM | actives 0.17% (n = 370,000);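 active = inhibition above the mean inhibition of all tested compounds plus 3 SD, set per campaign, cut at about 52% in these data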;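 note: 0% = DMSO treated cells and 100% = cells given Gossypol at 36 µM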
KKLEB cytotox = counter-screen for CF NF-kB inhibitors: cytotoxicity. actives 0.36% (n = 360,000). activity change (cytotoxicity), % at 5 µM. KKLEB CF airway cells viability, ATPlite luminescence, overnight; stronger effect = lower value; cells stimulated with P. aeruginosa culture filtrate;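 active = corrected activity change at or below -50% at 5 µM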
EBV LMP1 NFkB = inhibitors of Epstein-Barr LMP1-induced NF-kappaB reporter. LMP1-induced NF-kappaB luciferase reporter cells, luminescence. inhibition, % at 12.5 µM. actives 0.69% (n = 350,000). AID 504558; in the data active = inhibition above about 41%;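 note: 0% = neutral control wells and 100% = reference inhibitor control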
CF NFkB block = cystic fibrosis NF-kB activation inhibition; KKLEB NF-kB-GFP reporter, PAF-induced, GFP fluorescence overnight; inhibition, % at 5 µM; actives 0.86% (n = 360,000);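 active = at least 50% inhibition at 5 µM, scaled per plate between neutral and stimulator controls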;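 note: PAF is a Pseudomonas aeruginosa culture filtrate used as stimulus; plate controls were PAF-stimulated DMSO wells for no effect and unstimulated DMSO wells for full effect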
NR5A2 inv ag = inverse agonists of human LRH-1 (NR5A2); HEK293T StAR-luciferase reporter, LRH-1 transfected, 24 h; inhibition, % at 3.6 µM; actives 0.13% (n = 360,000); AID 602396;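 active = inhibition above the mean inhibition of all tested compounds plus 3 SD, cut at about 73% in these data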;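 note: 0% = DMSO wells and 100% = reporter-only cells lacking LRH-1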
Target sequence (O00482 whole entry, looked up): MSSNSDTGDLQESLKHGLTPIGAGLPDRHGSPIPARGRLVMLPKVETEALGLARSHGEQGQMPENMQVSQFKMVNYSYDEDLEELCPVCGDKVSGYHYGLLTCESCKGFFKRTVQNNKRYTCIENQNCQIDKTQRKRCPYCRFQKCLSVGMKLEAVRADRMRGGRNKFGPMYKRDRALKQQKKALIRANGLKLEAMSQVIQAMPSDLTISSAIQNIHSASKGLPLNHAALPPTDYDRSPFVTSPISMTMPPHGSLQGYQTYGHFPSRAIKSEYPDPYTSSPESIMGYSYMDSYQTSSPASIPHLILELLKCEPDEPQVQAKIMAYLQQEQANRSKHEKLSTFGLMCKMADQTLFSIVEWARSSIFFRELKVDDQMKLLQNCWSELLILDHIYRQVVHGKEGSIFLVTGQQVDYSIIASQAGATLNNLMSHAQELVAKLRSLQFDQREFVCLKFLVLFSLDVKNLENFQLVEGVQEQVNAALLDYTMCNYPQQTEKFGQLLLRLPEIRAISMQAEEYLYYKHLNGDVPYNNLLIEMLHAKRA
TROY NFkB inh = blocks TROY-dependent signaling in reporter cells; Q293 LMP1-TROYcd NF-kB luciferase reporter, 4 h; inhibition, % at 10 µM; actives 0.98% (n = 360,000); AID 1347056;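 active = compounds whose plate-normalised and pattern-corrected inhibition of the luciferase reporter signal at the single screening dose is 50% or more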
TRAIL sens C8 = caspase-8 TRAIL sensitization; NB7+C8 cells + TRAIL, ATPlite viability luminescence; inhibition (viability loss, TRAIL sensitization), % at 10 µM; actives 1% (n = 360,000);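 active = compounds causing at least 50% loss of cell viability in the single-dose screen, relative to plate controls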
SRC1 inh = inhibits human SRC1 coactivator | Q15788 | inhibition, % at 3.6 µM | HEK293 GAL4-SRC1 luciferase reporter, luminescence | actives 0.12% (n = 360,000);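 active = inhibition above the campaign mean plus 3 SD, with each screening campaign given its own cutoff, cut at about 60% in these data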;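 note: 0% = DMSO treated cells and 100% = gossypol at 36 µM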
SRC3 inh = inhibitors of human steroid receptor coactivator 3 (SRC3); HEK293 GAL4-SRC3 luciferase reporter, luminescence; actives 0.17% (n = 360,000); inhibition, % at 3.6 µM;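 active = inhibition above a per-campaign cutoff, the mean of all compounds plus 3 SD, cut at about 60% in these data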;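 note: 0% = DMSO-treated cells and 100% = gossypol-treated cells at 36 µM; higher means less SRC3-driven luciferase light from the GAL4 reporter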
NR2F2 inh = blocks human COUP-TFII nuclear receptor; HEK293T NGFI-A luciferase reporter, luminescence; inhibition, % at 8.6 µM; AID 686940; P24468; actives 0.7% (n = 370,000);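 active = inhibition above a per-plate cutoff, mean inhibition of test wells between control levels plus 3 SD, cut at about 38% in these data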;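 note: cells cotransfected with COUP-TFII expression vector driving the NGFI-A reporter; 0% = median of COUP-TF2 test wells and 100% = reporter-only cells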
Target sequence (P24468 whole entry, looked up): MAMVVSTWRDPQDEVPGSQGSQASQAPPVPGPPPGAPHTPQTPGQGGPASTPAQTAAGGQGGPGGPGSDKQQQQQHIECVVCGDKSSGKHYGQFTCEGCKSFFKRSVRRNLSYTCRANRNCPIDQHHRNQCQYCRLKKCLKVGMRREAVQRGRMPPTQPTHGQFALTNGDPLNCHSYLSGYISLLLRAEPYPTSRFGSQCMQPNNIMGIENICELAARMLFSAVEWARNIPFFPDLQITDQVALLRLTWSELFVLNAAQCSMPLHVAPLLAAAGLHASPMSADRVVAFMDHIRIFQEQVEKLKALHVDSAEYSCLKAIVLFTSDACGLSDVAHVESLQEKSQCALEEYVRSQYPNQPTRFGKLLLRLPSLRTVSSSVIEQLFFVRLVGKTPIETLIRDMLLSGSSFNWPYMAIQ
* = called active by the depositor; i = inactive; x = no result given.

#	structure	TWEAK Fn14 block	SRC2 inh	KKLEB cytotox	EBV LMP1 NFkB	CF NFkB block	NR5A2 inv ag	TROY NFkB inh	TRAIL sens C8	SRC1 inh	SRC3 inh	NR2F2 inh
1	O=C(CCc1ccc(S(=O)(=O)NC2CCCCC2)cc1)N(Cc1ccccc1)Cc1ccccc1	11	0	-17	-3	16	-1	-37	3	-25	5	0
2	Cc1cc(N(C)C)c(C#N)c(=O)[nH]1	11	21	8	-1	-16	-3	2	-1	-10	-6	-8
3	Cc1ccc(CN2CC(N3CCCCC3)CS2(=O)=O)cc1 (configuration not stated)	-26	-35	-1	x	-28	-6	-7	11	-1	-14	1
4	CCOC(=O)c1cnc2c(C)cccc2c1NCCc1ccc(OC)c(OC)c1	12	8	-5	7	1	7	-10	-5	-2	-16	2
5	C[C@@H](c1ccccc1)N1Cc2ccccc2Oc2cc(Br)ccc2S1(=O)=O	0	-22	1	-8	-8	5	-6	7	17	-5	10
6	Cc1ccc(CC(=O)NC(C)CCc2ccccc2)cc1 (configuration not stated)	3	-3	1	1	1	-4	-22	-13	-21	15	-17
7	CC(C)(C)OC(=O)CN1C(=O)C(Sc2n[nH]c(-c3ccccc3)n2)CCc2ccccc21 (configuration not stated)	31	-18	2	8	4	-9	24	3	3	22	20
8	Cc1nc2ccccc2c2oc(C(=O)Nc3ccc4c(c3)OCCO4)cc12	-6	-47	-20	19	25	6	-20	17	-4	3	-2
9	COc1ccc(NS(=O)(=O)c2cccc(C(=O)NN=Cc3ccc(OC)cc3OC)c2)cc1	3	9	20	0	-2	-1	1	2	0	-2	38*
10	Cc1ccc(C2=NN(C(=O)c3cccs3)C(c3ccccc3O)C2)cc1 (configuration not stated)	-17	0	4	-17	-7	-4	-26	3	-22	-2	-7
11	COC(=O)[C@H](CC(C)C)NS(=O)(=O)N[C@@H](CC(C)C)C(=O)OC	0	19	-2	1	3	24	-4	-12	3	9	5
12	Cc1cccc(C)c1OCc1nnc(SCC(=O)Nc2cccc(C(=O)N3CCOCC3)c2)n1C	-4	-2	2	-1	-5	7	1	3	7	12	5
13	CCN(C1CCCCC1)S(=O)(=O)c1ccc(S(=O)(=O)NCCc2ccncc2)cc1	2	16	12	0	5	-15	8	1	10	19	-6
14	COCCNc1nc2cc(-c3ccsc3)sc2c(=O)n1C	-5	-7	-8	x	-4	-22	-18	-5	9	-48	0
15	COc1cccc(CNC[C@H]2O[C@@H](n3ccc(N)nc3=O)[C@H](O)[C@@H]2O)c1OCc1ccc(F)cc1Cl	4	-39	-18	9	29	-19	-1	19	-9	-21	-9
16	CCCc1ccc(S(=O)(=O)N/N=C\c2ccc3c(c2)OCO3)cc1	-12	-3	-15	4	28	-3	-51	0	11	-9	-12
17	CCN(CCNC(=O)Cn1cc2c(n1)CCCC2)c1ccccc1	-11	-2	23	-3	-21	-25	-3	-14	-9	-8	5
18	Cc1cc(C)nc(NS(=O)(=O)c2ccc(NC(=O)c3ccc(S(=O)(=O)N(C)C)cc3)cc2)n1	9	0	5	1	17	-10	-5	2	10	12	9
19	C=C1C(=O)O[C@H]2C[C@H]1[C@@H](OC(C)=O)C/C(C)=C/CC/C(C)=C\CC[C@]2(C)O	86*	44	-16	48*	77*	41	43	35	33	72*	40*
20	COc1ccc(C(=O)N/C(=C\c2cn(C)c3ccccc23)C(=O)OCC(C)C)cc1	-17	-19	-10	-13	-16	16	1	-20	0	-13	-11
21	COCCNc1nc(-c2cc(-c3ccccc3)on2)cc(C(C)C)n1	8	3	4	-7	13	3	1	-7	-5	2	2
22	O=C(COC(=O)c1ccc(S(=O)(=O)NCc2ccco2)cc1)Nc1ccc(Cl)cn1	22	14	-15	59*	-8	4	-4	-2	-4	12	-5
23	C=C(C)n1c(=O)n(Cc2ccccc2C)c2ccccc21	-3	0	0	-11	1	-3	12	-12	5	0	7
24	CC(Oc1ccccc1)C(=O)N=C1SC2CS(=O)(=O)CC2N1Cc1ccc(F)cc1 (configuration not stated)	-3	6	-2	-7	12	11	-11	-11	-2	19	7
25	Cc1nn(CC(=O)O)c2ccccc12	-5	-14	10	-1	-6	5	-9	-15	5	7	18
26	Cc1cccc(NC(=O)CC(C)S(=O)(=O)c2ccc3c(c2)NC(=O)CO3)c1C (configuration not stated)	6	5	-2	5	-7	-18	-18	-13	7	-3	-2
27	COc1cc(-c2ccc3c(=O)c4ccccc4sc3c2)cc(OC)c1OC	-10	-54	-26	10	7	-18	-92	38	0	-7	17
28	COc1cccc(OC)c1C(=O)Nc1ccc(N2CCCC2)cc1	5	-12	4	-25	-1	26	4	-14	6	-4	-2
29	Nc1ccc2cc3[nH]c4cc(N)ccc4c3nc2c1	-32	i	-4	62*	-469	-23	-37	63*	18	-1	-92
30	Cc1cc2oc(=O)cc(CN(Cc3ccccc3)Cc3ccccc3)c2cc1Cl	-7	-4	-2	x	9	17	6	12	18	22	8
31	Cc1cccc(NC(=O)Nc2nnc([C@@H]3C[C@H](O)[C@@H](CO)O3)s2)c1	-2	-25	-7	x	18	-18	-25	10	-26	-28	-1
32	COc1ccc(C)cc1N(C(=O)c1ccc(F)cc1)c1nc2ccccc2s1	16	5	3	-5	3	13	13	20	-33	13	7
33	CCOc1cc(NC(=S)N2CCC(C(N)=O)CC2)c(C(=O)OC)cc1OCC	2	-14	2	11	2	26	-16	15	-7	14	-20
34	COc1ccccc1N(C(=O)CN1C(=O)c2ccccc2S1(=O)=O)C(C(=O)NCC1CCCO1)c1ccc(F)cc1 (configuration not stated)	5	-16	9	2	11	-2	-13	-13	10	15	-1
35	COc1ccc(C(=O)Nc2cccc(C(C)=O)c2)cc1OC	-32	-54	16	3	-6	-37	-25	1	-79	-4	-15
36	CCc1nc(SCC(=O)O)c2c3c(sc2n1)COC(C)(C)C3	15	-9	1	-1	23	-9	-12	7	-18	-18	14
37	Cc1cnc(=O)[nH]c1SCC(=O)c1ccc(F)cc1	-15	-2	-2	-2	-18	-29	-23	12	-38	-8	-6
38	Cc1ccccc1NC(=O)Cc1c[nH]c2ccccc12	-11	1	9	-9	-13	-2	-32	5	-2	-12	29
39	CC(O)(c1cccnc1)c1nc(-c2cc(F)cc(F)c2)cs1 (configuration not stated)	-3	-2	-10	x	2	13	2	1	-15	-11	-1
40	Cc1ccc(OCC(=O)N/N=C/c2cccnc2)cc1	6	-4	8	10	-24	-1	-7	-4	18	1	12
41	CCCCn1c(N)c(NCCC(C)C)c(=O)[nH]c1=O	8	14	7	-55	14	0	-11	-4	-24	17	-1
42	COc1ccccc1NS(=O)(=O)c1ccc(N2CCOCC2)c(N)c1	1	4	18	4	-11	-8	-6	-7	2	0	6
43	COc1ccc(C(=O)NNC(=O)Cc2coc3cc(OC)ccc23)cc1	-8	13	0	1	-9	11	-3	12	8	-10	15
44	COc1ccc(/C=N/NC(=O)c2nn(-c3ccc(C)c(C)c3)c(=O)c3ccccc23)cc1	-47	-15	4	-4	-37	6	-38	9	-16	8	0
45	O=C1c2sccc2-c2cccc3cccc1c23	-89	-1	-3	4	-140	-23	-76	-11	-5	9	-2
46	COC(=O)Nc1ccc(S(=O)(=O)NCCO)cc1	-5	-13	0	-2	-11	-5	-10	0	13	-20	4
47	Cc1nnc(SCCn2c(N(C)Cc3ccccc3)nc3c2c(=O)n(C)c(=O)n3C)s1	-2	-3	-24	5	-7	23	8	1	3	2	-10
48	CCOc1cc(C(c2c(C)[nH][nH]c2=O)c2c(C)[nH][nH]c2=O)ccc1OCc1ccc([N+](=O)[O-])cc1	-17	-8	-2	5	-34	14	-4	4	13	-4	4
49	O=c1nc(N2CCOCC2)ccn1Cc1ccc(Br)cc1	-10	11	-2	-5	-2	-29	-4	6	4	6	-12
50	CCCCNC(=O)C1(C)CCC(=O)N1c1cc(C(C)(C)C)nn1C (configuration not stated)	-6	-13	6	x	-10	-6	17	-5	13	15	0

Following part.
#	structure	TWEAK Fn14 block	SRC2 inh	KKLEB cytotox	EBV LMP1 NFkB	CF NFkB block	NR5A2 inv ag	TROY NFkB inh	TRAIL sens C8	SRC1 inh	SRC3 inh	NR2F2 inh
51	COc1ccc(NC(C)=O)cc1CNC(=O)CN1CCOCC1	0	-30	1	-3	-5	6	23	3	-11	-1	-7
52	CN(/N=C/c1ccc(O)cc1O)c1ncc(C(F)(F)F)cc1Cl	4	3	-13	3	14	12	-18	15	-50	19	0
53	O=C(C[C@H]1C/C=C\C[C@@H](Cc2ccc(F)cc2)C(=O)OC[C@@H](Cc2c[nH]c3ccccc23)NC1=O)NCCO	-9	15	13	-12	2	6	-7	-10	-3	18	-3
54	Cc1ccccc1SCc1noc(C(=O)NCC2CCCO2)c1C(=O)O (configuration not stated)	1	13	-5	6	1	8	-13	1	-2	1	2
55	O=C(Nc1ccc2c(c1)OCCO2)c1ccc(Cl)c(S(=O)(=O)N2CCOCC2)c1	35	-36	5	-6	-13	-32	-13	0	-28	-19	19
56	CSc1ccc(-c2nc(CN3CCCCC3c3cccnc3)c(C)o2)cc1 (configuration not stated)	-10	-12	3	-7	-5	-32	-14	-3	0	5	13
57	CC(C)(C)n1nc2c(c1NC(=O)c1cccc(C(F)(F)F)c1)CS(=O)C2 (configuration not stated)	-13	5	10	5	12	-2	1	6	-7	4	-11

Screening data deposited in PubChem by several laboratories.
